Bioassay records as filed in PubChem.
TTR transcr act: TTR transcription activators in neuroblastoma reporter cells, primary screen, cell-based, luminescence, SH-SY5Y, TTR promoter Gaussia luciferase; 100% = recombinant luciferase protein wells; activation, % at 16.7 µM; hit rate 1.3% among 92,000; AID 1117267, 2014;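 active = activation above the mean of all tested compounds plus 3 SD, cut at about 9.5% in these data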;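 note: cells exposed to compounds for one day before reading; 0% = median of all test compound wells on the plate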
The depositor's hits bear a star.

SMILES | TTR transcr act
O=c1cc(CN2CCN(c3ccccc3F)CC2)c2ccccc2o1 | -1.5
CCOC(=O)CSc1nnc(-c2ccco2)n1C | 0.9
CN(C(=O)CSc1ncnc2c(-c3cccs3)nsc12)C1CCCCC1 | 1.1
OCCC1CN(Cc2ccc(F)cc2)CCN1CCCc1ccccc1 (stereo not drawn) | -2.1
COc1ccc(NC(=S)N(Cc2cccc(Br)c2)CC2CCC(C(=O)O)CC2)cc1 (stereo not drawn) | 43*
CC1=C(C(=O)N(C(C)C)C(C)C)CC(CC(=O)NC2CCCC2)C(=O)N1Cc1ccccc1 (stereo not drawn) | 0.9
O=C(COc1ccc2c(c1)C(=O)CC1(CCCCC1)O2)NCc1ccccc1 | -2.4
COc1ccc(-c2nc3ccccc3c(=O)n2NC(=S)N(C)C)cc1 | -0.5
O=C(COC(=O)c1ccc(F)c(S(=O)(=O)N2CCOCC2)c1)NCc1ccccc1 | -1.4
Cc1ccc(C(=O)N/C(=C/c2ccc(-c3cccc([N+](=O)[O-])c3)o2)C(=O)NCCCN(C)C)cc1 | 1.4
CCOc1ccc(-c2c(C(=O)N/N=C(\C)c3ccco3)nnn2-c2nonc2N)cc1 | -2.2
COc1ccc(S(=O)(=O)N(CC(=O)N/N=C/c2ccccc2C(=O)O)c2ccccc2OC)cc1 | -0.8
O=S(=O)(NC1=NCCCCC1)c1cc(F)ccc1F | 4.3
Cc1ccc2sc(NC(=O)CSc3nc(C)cc(C)c3C#N)nc2c1 | -2.7
CCn1c(SCC(=O)Nc2ccc(NC(=O)c3ccco3)c(OC)c2)nc2ccccc2c1=O | 0.4
Cc1ccccc1CN1CCCCC(NC(=O)c2ccc(F)c(F)c2)C1=O (stereo not drawn) | -0.3
COCCCN1C(=O)C(O)=C(C(C)=O)C1c1cccc(F)c1 (stereo not drawn) | 0.2
COc1ccc(NCc2nn(CC(=O)c3ccc(Br)cc3)c3[n+]2CCCCC3)cc1 | 4.9
O=C(c1cc2cc(Cl)ccc2oc1=O)N1CCN(c2ccccn2)CC1 | -1.2
O=C(COC(=O)c1ccc(F)cc1F)Nc1ccc2[nH]c(=O)[nH]c2c1 | -0.1

Another view of some results above:
> Cc1ccc2sc(NC(=O)CSc3nc(C)cc(C)c3C#N)nc2c1
  TTR transcr act: -2.7
> COc1ccc(S(=O)(=O)N(CC(=O)N/N=C/c2ccccc2C(=O)O)c2ccccc2OC)cc1
  TTR transcr act: -0.8

(list continues)
SMILES | TTR transcr act
COc1cccc(/C=C2\SC(=S)N(CCC(=O)NNC(=O)c3ccccc3OC)C2=O)c1 | -1.0
CSc1ccccc1C(=O)N1CCc2ccc(NC(=O)c3ccccn3)cc2C1 | -2.8
CCn1ncc(CN2CCC(Oc3ccc(C(=O)N4CCCC4)cc3)CC2)c1C | 1.3
C[C@H]1COC(=O)CCCC/C=C\C[C@H](CC(=O)N(CCO)Cc2ccccc2)C(=O)N1 | 3.7
O=C(/C=C/c1ccccc1)Nc1ccc(NC(=O)c2cccs2)cc1 | 1.9
CN(C)C(=O)c1ccc(-c2nnc(NCc3ccccc3)c3ccccc23)cc1 | -2.2
COc1ccc(-c2noc(-c3ccccc3C(=O)NCC3CCCO3)n2)cc1 (stereo not drawn) | 2.7
Cc1ccnn1CCC(=O)N1CCCC(Nc2ccc(F)c(F)c2)C1 (stereo not drawn) | -0.5
ClCC1=Nc2ccccc2Cc2ccccc21 | -1.9
CCOc1ccc(-n2c(SCC(N)=O)nc3c([nH]c4ccccc43)c2=O)cc1 | 12*
COCCNC(=O)C1(C)CCN(C(=O)C2(c3ccc(Cl)cc3)CCCC2)C1 (stereo not drawn) | 0.0
Nc1ccc(S(=O)(=O)O)cn1 | 0.7
Cn1c(N)c(N2CCN(c3ccccc3)CC2)c(=O)[nH]c1=O | 0.2
O=C(CCSCc1ccccc1Cl)NC1CCCC1 | 4.9
COc1ccc(C(=O)NNC(=O)C23CC4CC(CC(C4)C2)C3)cc1OC | 0.1
CC(=O)C1=C(O)C(=O)N(c2nccs2)C1c1ccccc1F (stereo not drawn) | 8.8
CC(=S)c1c(C)cc2cc(C)ccn12 | -0.3
COc1cccc(NC(=O)CN(C)C(=O)c2oc3c(ccc4ccccc43)c2C)c1 | 1.2
Cc1cc(C)c(NC(=O)C(C)c2cccc(C(=O)c3ccccc3)c2)c(C)c1 (stereo not drawn) | 0.6
COc1cc(C2C3C(=O)N(Cc4ccccc4)C(=O)C3ON2c2ccccc2)cc(OC)c1OC (stereo not drawn) | 3.4
O=C1Nc2ccccc2Oc2cc([N+](=O)[O-])ccc21 | 0.4
CCc1nc2ccc(C(=O)N3CCCC(C(N)=O)C3)cn2c1N(C=O)CC (stereo not drawn) | 2.8
COc1ccc(C(C(=O)Nc2ccc3c(c2)OCCO3)n2c(=O)c(-c3ccco3)nc3ccccc32)cc1 (stereo not drawn) | -0.3
Oc1cccc(C2c3[nH]c4ccccc4c3CCN2Cc2cnn(-c3ccccc3)c2)c1 (stereo not drawn) | 2.4
COc1ccccc1C(=O)NC1CCCc2ccccc21 (stereo not drawn) | -1.6
C=CCn1c(=O)c2c(nc3n2CCCN3CCc2ccccc2)n(C)c1=O | 0.1
Cc1ccsc1C(=O)Nc1ccc(OCc2ccccc2)cc1 | 7.8
CN(C)c1ccc(-c2ccc3oc(-c4ccsc4)cc(=O)c3c2)cn1 | 1.0
CCN1CCc2c(OCC(=O)N3CCCCC3)cccc2C1=O | 0.1
CNN/C(N=Cc1ccc([N+](=O)[O-])s1)=N\S(=O)(=O)c1cc(C)c(Cl)cc1SCc1ccccc1 | -2.4
COc1ccc(/C(N)=N/OC(=O)CSc2ccc(C)cc2)cc1OC | -0.3
CCOC(=O)C1=CCC(c2ccccc2)N(S(=O)(=O)c2ccccc2C)C1 (stereo not drawn) | 5.4
O=[N+]([O-])c1ccc(COc2cccc(CNc3ccc(F)cc3)c2)cc1 | -0.3
COc1ccccc1CC(NC(C)=O)C(=O)NC1CCN(C(=O)Nc2ccccc2F)CC1 (stereo not drawn) | -1.1
CCN1CCN(S(=O)(=O)c2cccc(S(=O)(=O)N3CCOCC3)c2)CC1 | -0.8
Cc1cccc(Oc2c([N+](=O)[O-])c(=O)n(C)c3ccccc23)c1 | -1.9
COc1ccc(C2CC(c3ccccc3C(F)(F)F)=NN2c2ccc(S(N)(=O)=O)cc2)cc1 (stereo not drawn) | 6.8
CCOc1ccc2nc(NC(=S)N(C)C)sc2c1 | -2.2
CC(=O)Nc1cccc(NC(=O)Nc2cccc(F)c2)c1 | 0.1
CCCCSc1c(C)c2cc3c(cc2[nH]c1=O)OCO3 | 0.2
c1ccc2cc(Sc3ncnc4c3oc3ccccc34)ccc2c1 | 1.9
O=C(CCn1cnc2ccccc2c1=O)Nc1nc(-c2ccc(Br)cc2)cs1 | 1.4
Clc1ccc(CNc2ccc(N3CCN(Cc4ccccc4)CC3)cc2)cc1 | -3.0
COc1ccc2cc(C(C)C(=O)OC(C)C)ccc2c1 (stereo not drawn) | 0.4
CCOC(=O)CSc1nc2ccc(C)cc2n2cnnc12 | 3.4
COC(=O)C1=C(C(=O)OC)[C@@]2([C@H](Cc3ccc(C)cc3)Nc3ccccc3)C=C[C@@H]1O2 | 2.2
Cc1nn(Cc2ccc(F)cc2)c(C)c1NC(=O)c1noc2c1CCCCC2 | -0.1
CC(=O)NC1=NC(=O)/C(=C/N2CCCCC2)S1 | -0.6
Cn1cccc1C(=O)OCC(=O)Nc1cc(C(C)(C)C)nn1-c1ccccc1 | 0.5
COC(=O)c1ccc(NC(=O)c2sc3nc(-c4ccccc4)cn3c2C)cc1 | -0.9
(further entries)
SMILES | TTR transcr act
CC(=O)c1ccc(N2CCN(C(=O)Cc3cccs3)CC2)cc1 | -0.7
N/C(=N\OC(=O)c1cccs1)c1cccc(Br)c1 | -0.8
CCOc1cc(CNCCCN2CCOCC2)ccc1OCC(=O)NC(C)(C)C | 1.0
O=C(CCc1ccccc1)Nc1ccccc1F | 2.4
COc1ccccc1NC(=O)c1ccc(C)s1 | -1.6
Cc1nc(CN(C)C(=O)CC2C(=O)NCCN2Cc2ccc(F)cc2)cs1 (stereo not drawn) | 7.8
CC(OC(=O)c1ccc2c(c1)OCCO2)C(=O)c1ccccc1 (stereo not drawn) | -0.8
CC(=O)c1ccc(N2C(=NC(=O)C(C)C)SC3CS(=O)(=O)CC32)cc1 (stereo not drawn) | 2.9
CCCn1c(SCC(=O)N2CCCC(C)C2)nnc1-c1ccccn1 (stereo not drawn) | -2.1
Cc1ccc(C)c(NC(=O)c2ccccc2NC(=O)C2CCCO2)c1 (stereo not drawn) | -1.6
Cc1onc(C(=O)/C=C/N(C)C)c1C(=O)Nc1nccs1 | -1.8
CCC(=O)N1c2ccccc2-c2nnc(SC)nc2OC1c1ccc(N(C)C)cc1 (stereo not drawn) | -0.7
C=CCN(C(=O)Nc1ccc(F)cc1)C1CC(=O)N(c2ccc(OC)cc2)C1=O (stereo not drawn) | -1.2
N#CC1=C(N)OC2=C(CC/C2=C\c2ccccc2Cl)C1c1ccccc1Cl (stereo not drawn) | 2.3
COc1ccc(Nc2cc(C)nc(NCc3ccccc3)n2)cc1 | -4.7
CC1CCCC(C)N1/N=C/c1ccccc1F (stereo not drawn) | 1.1
COc1ccc(OC)c(-c2csc(NC(=O)C3c4ccccc4Oc4ccccc43)n2)c1 | -0.7
c1cnc2ncc3sccc3c2c1 | -0.8
Cc1ccc(-c2nnc(SCC(=O)N/N=C/c3c(C)nn(-c4ccccc4)c3C)n2-c2ccccc2)cc1 | -1.5
O=C(/C=C/c1ccc2c(c1)OCCCO2)c1ccccc1O | -2.1

Some of these compounds in order of their number in TTR transcr act, highest first.
compound	TTR transcr act
CC1CCCC(C)N1/N=C/c1ccccc1F (stereo not drawn)	1.1
C=CCN(C(=O)Nc1ccc(F)cc1)C1CC(=O)N(c2ccc(OC)cc2)C1=O (stereo not drawn)	-1.2
COc1ccc(Nc2cc(C)nc(NCc3ccccc3)n2)cc1	-4.7

Continuation.
SMILES | TTR transcr act
COc1cc(NC(=O)COC(=O)CNC(=O)C2CCCCC2)cc(OC)c1 | 1.6
CCCCNC(=O)C[C@@H]1C(=O)N(CCc2ccc(Cl)cc2)C2=CCCCC[C@]21C(=O)OC | 0.6
NC(=O)C1CCN(c2nc(-c3ccc(OCc4ccccc4)cc3)cs2)CC1 | -1.6
Cc1cc(NC(=O)CCCn2nc(C)c([N+](=O)[O-])c2C)no1 | -0.5
COc1cc(CCN(C(=O)c2cccc(S(C)(=O)=O)c2)C(CCc2ccccc2)c2nc3ccccc3[nH]2)cc(OC)c1 (stereo not drawn) | -2.2
Cc1cc(C)cc(-n2c(C)nc3cc(C(=O)O)ccc32)c1 | 0.1
Cc1ccc(NC(=O)c2ccc(Cl)c(S(=O)(=O)N3CCCCCC3)c2)nc1 | -4.4
COc1ccc(CCC(=O)OCC(=O)c2ccc[nH]2)cc1OC | -0.8
N#C/C(=N\Nc1cccc([N+](=O)[O-])c1)C(=O)c1ccc(Br)cc1 | -3.1
O=S(=O)(c1ccc(-c2csc(Nc3ccc(F)cc3)n2)cc1)N1CCCC1 | -4.7

Ordered by SMILES length (largest number first): 7 of the compounds above
SMILES | TTR transcr act
COc1cc(CCN(C(=O)c2cccc(S(C)(=O)=O)c2)C(CCc2ccccc2)c2nc3ccccc3[nH]2)cc(OC)c1 (stereo not drawn) | -2.2
CCCCNC(=O)C[C@@H]1C(=O)N(CCc2ccc(Cl)cc2)C2=CCCCC[C@]21C(=O)OC | 0.6
N#C/C(=N\Nc1cccc([N+](=O)[O-])c1)C(=O)c1ccc(Br)cc1 | -3.1
Cc1ccc(NC(=O)c2ccc(Cl)c(S(=O)(=O)N3CCCCCC3)c2)nc1 | -4.4
NC(=O)C1CCN(c2nc(-c3ccc(OCc4ccccc4)cc3)cs2)CC1 | -1.6
COc1cc(NC(=O)COC(=O)CNC(=O)C2CCCCC2)cc(OC)c1 | 1.6
Cc1cc(C)cc(-n2c(C)nc3cc(C(=O)O)ccc32)c1 | 0.1

The listing continues:
SMILES | TTR transcr act
O=C(c1nc[nH]c1C(=O)N1CCN(c2ccccc2)CC1)N1CCN(c2ccccc2)CC1 | -0.8
Cc1ccc(NC(=O)c2cnc3ccccc3n2)cc1C | -0.7
CCOc1cccc(-c2cc(N3CCN(CCO)CC3)n3nccc3n2)c1 | -0.4
CN(Cc1ccccc1)S(=O)(=O)c1ccc2[nH]c(=O)oc2c1 | 4.0
CCOC(=O)C1CCN(C(=O)c2cc3c(=O)n4ccccc4nc3n2C)CC1 | 6.8
CSc1ccc(CN2C(=O)NC3(CCCCC3)C2=O)cc1 | 1.3
CC(C)c1nc(SCC(=O)N2CC(=O)Nc3ccccc32)c2ccccc2n1 | 0.6
CC1C(=O)NN=C1c1ccc([N+](=O)[O-])cc1 (stereo not drawn) | 0.8
Cc1ccc(S(=O)(=O)NC(=O)CSc2nc3ccccc3s2)cc1 | -0.2
O=C(Nc1cccnc1)c1ccc2c(c1)C(=O)N(CC1CCCO1)C2=O (stereo not drawn) | -1.4
Cc1ccc(S(=O)(=O)CCc2nnc(NC(=O)COc3cccc(C)c3)s2)cc1 | 2.7
CCOc1ccc(NC(=O)CSc2nc(-c3cccs3)cc(C(F)(F)F)n2)c([N+](=O)[O-])c1 | -0.5
CC(C)(C)NCC(O)COc1c(F)cc(Br)cc1F (stereo not drawn) | -0.1
CC(C)C[C@H](NC(=O)Nc1cccc(Br)c1)C(=O)O | 3.2
Cc1ccnc(NC(=O)c2cc3ccccc3o2)c1 | -0.7
COCC(C)NC(=O)CSc1nc2cc(S(=O)(=O)N3CCCCC3)ccc2o1 (stereo not drawn) | 0.0
CC1=NN(C(=O)Cc2ccc([N+](=O)[O-])cc2)C(O)(c2cccnc2)C1 (stereo not drawn) | 4.2
COc1ccc(C2CC(=O)N3C(=C2C#N)SCC3(O)c2ccccc2)cc1 (stereo not drawn) | 0.0
CCOC(=O)c1sc(NS(=O)(=O)c2ccccc2Cl)nc1C | 0.1

Some of the compounds tested, so the mix of outcomes need not match the whole.
